Assay outcomes (PubChem BioAssay)
PGC1a acetyl inh: inhibitors of PGC1a acetylation signal, primary screen, cell-based, U2OS, AlphaScreen, inhibitor mode; inhibition, % at 15.6 µM; AID 651687, 2012; AlphaScreen anti-acetyl-lysine; with virally co-expressed GCN5 acetyltransferase; hit rate 0.17% among 350,000;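 active = every replicate shows inhibition of at least 40%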;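 note: 0% = neutral control wells and 100% = positive control wells; some results beyond the cut were filed as inactive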
CASP6 VEID inh: human caspase-6 inhibitors, primary screen, biochemical, VEID-R110 fluorescence, single point, set 2. P55212. purified caspase-6, Z-VEID-R110 cleavage fluorescence. inhibition, % at 12.5 µM. hit rate 0.53% among 350,000. AID 686996, 2013;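 active = mean inhibition across replicates at least about 35%, with every replicate also reaching that limit, limit read from the data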;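 note: 0% = median of neutral control wells and 100% = no fluorescence left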
Target sequence (P55212 24-179 limits assumed): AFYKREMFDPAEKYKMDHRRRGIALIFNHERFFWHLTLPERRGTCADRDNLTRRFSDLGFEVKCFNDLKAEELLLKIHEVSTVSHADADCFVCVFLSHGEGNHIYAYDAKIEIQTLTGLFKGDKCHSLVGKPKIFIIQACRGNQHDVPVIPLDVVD
Target sequence (P55212 194-293 limits assumed): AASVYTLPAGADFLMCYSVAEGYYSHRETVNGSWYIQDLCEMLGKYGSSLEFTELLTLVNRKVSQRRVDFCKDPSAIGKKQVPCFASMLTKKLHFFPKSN
PAX8 inh HTS: inhibitors of PAX8-driven TPO luciferase reporter, primary screen, RMG-I cells, single concentration; hit rate 1.2% among 360,000; inhibition, % at 12.6 µM; SteadyGlo, 24 h; AID 652154, 2013;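 active = mean replicate inhibition at least 60% with every replicate also reaching 60%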;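 note: luciferase light reporting Pax8 driven TPO promoter activity; plate controls were median of neutral control wells for no effect and mitoxantrone controls for full effect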
EWS-Fli inh: EWS/Fli-driven NR0B1 reporter inhibitors, primary screen, A673 cells, NR0B1 luciferase, luminescence, MLPCN library; viability-normalised; inhibition, % at 12.6 µM; hit rate 0.67% among 350,000; AID 651661, 2012;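 active = mean inhibition of at least 50% after viability correction, with every replicate also passing that limit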;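 note: firefly luciferase signal divided by Alamar Blue viability fluorescence both relative to DMSO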
FN deposit inh: inhibitors of fibronectin matrix deposition, primary screen, AH1F cells, Alexa488-fibronectin fluorescence, plate reader; inhibition, % at 12.6 µM; AID 743247, 2014; hit rate 0.086% among 350,000; AH1F fibroblasts, overnight;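 active = mean inhibition across replicates of 30% or more, regardless of how many single replicates reach that level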;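 note: positive control wells lacked labelled fibronectin entirely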
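test system = AH1F fibroblasts assembling fluorescent fibronectin matrix | quantity = 10000 AH1F cells per well | buffer or medium = DMEM plus 2% serum, read in PBS | doses = single dose, pinned | incubation = 1 h cell attachment, overnight exposure to compound and label | detection = fluorescence at 485 nm excitation, 525 nm emission | read-out basis = inhibition from reduced deposited-fibronectin fluorescence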
LGR2 antag: inhibitors of bursicon-induced LGR2 CRE-luciferase signal, primary screen, cell-based, HEK293, CRE-luciferase reporter, bursicon stimulation; hit rate 0.35% among 380,000; inhibition, % at 9.99 µM; Drosophila bursicon receptor LGR2 (rickets); bursicon-stimulated, 4 h;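 active = drop in luminescence signal, shown as inhibition above about 50% in the replicate tests, limit read from the data, passing the limit was not always enough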;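 note: agonist challenge used bursicon conditioned medium at about half maximal strength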
Cneo AK release: Cryptococcus neoformans cell lysis inducers, primary screen, AK release luminescence, single concentration. lysis activity, % at 15 µM. AID 651654, 2012. C. neoformans lysis, adenylate kinase release luminescence, 4 h; normalised: neutral wells 0, clomiphene wells 100. hit rate 0.2% among 360,000;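 active = mean lysis activity across replicates of at least 80%, whatever share of replicates individually reach that level; inactive = mean lysis activity below 80%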
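Test system: log-phase Cryptococcus neoformans yeast cells; Quantity: yeast cell density of 5 × 10^6 cells/mL; Buffer or medium: YPD; Doses: single compound concentration per well; Timing: 4 h at 37 °C static, read 1 h later; Measured by: AK luminescence; Read-out basis: lysis from increased AK signal; Control set: Clomiphene as positive control.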
miR122 inh: miR-122 Renilla sensor signal increase in Huh7, primary screen, miR-122 inhibitor project, cell-based, single point, plate reader | Huh7 miR-122 Renilla luciferase sensor, 48 h; neutral wells = 0, positive control = 100 | activation (reporter increase), % at 12.5 µM | hit rate 0.3% among 340,000 | AID 602342, 2012;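 active = mean replicate activation score at least 90 and every replicate individually at or above 90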;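 note: higher luciferase means less miR-122 activity so hits act as miR-122 inhibitors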
Numbers without * were called inactive; · = no result given; & = joins results of further samples; [ ] = remark or other dose. Outcome played no part in choosing rows, and some 2.5% of all compounds hit somewhere here.

The opening nine entries, ahead of the listing:
Under each structure – miR122 inh	PAX8 inh HTS	FN deposit inh	EWS-Fli inh	CASP6 VEID inh	PGC1a acetyl inh	LGR2 antag	Cneo AK release
CCc1ccc(C(=O)NNC(=O)CCC2CCCCC2)cc1
 : ·	2	-1	-1	-2	·	6	-1
C[C@@H]1CN([C@@H](C)CO)C(=O)c2cc(C#CC(C)(C)O)cnc2O[C@H]1CN(C)C(=O)CC1CC1
 : 1[16.7 µM]	·	-6	-2	-1	6	-28	-1
CCOc1ccccc1C(=O)NCC(=O)NCCc1ccc(S(N)(=O)=O)cc1
 : -4	-13	-4	0	-2	28	-2	0
COc1ccccc1C(=O)N1CCC2CCN(C(=O)c3ccccc3)C2C1 (configuration not stated)
 : ·	-4	-7	-4	-1	·	1	·
Cc1nn(CC(=O)NCc2ccccc2F)c(C)c1[N+](=O)[O-]
 : ·	-1	6	0	-5	·	·	·
COc1ccc(C(=O)Nc2ccncc2)cc1[N+](=O)[O-]
 : -1	-3	2	18	-1	·	4	-1
CO[C@@H]1CN(C)C(=O)c2ccc(NS(=O)(=O)c3cccc(F)c3)cc2OC[C@H](C)NC[C@@H]1C
 : -2[16.7 µM]	·	-11	7	0	-12	0	0
C=C[C@@H](COC(C)=O)N(C(=O)OC(C)(C)C)S(=O)(=O)c1ccc(Br)cc1
 : ·	-2	·	-5	1	6	·	4
COC(=O)[C@@]1(CCS(=O)(=O)c2ccccc2)COC(c2ccc(OCCCO)cc2)=N1
 : ·	10	·	80*	-1	22	·	25

The whole of this part, from the start:
Under each structure – miR122 inh	PAX8 inh HTS	FN deposit inh	EWS-Fli inh	CASP6 VEID inh	PGC1a acetyl inh	LGR2 antag	Cneo AK release
CCc1ccc(C(=O)NNC(=O)CCC2CCCCC2)cc1
 : ·	2	-1	-1	-2	·	6	-1
C[C@@H]1CN([C@@H](C)CO)C(=O)c2cc(C#CC(C)(C)O)cnc2O[C@H]1CN(C)C(=O)CC1CC1
 : 1[16.7 µM]	·	-6	-2	-1	6	-28	-1
CCOc1ccccc1C(=O)NCC(=O)NCCc1ccc(S(N)(=O)=O)cc1
 : -4	-13	-4	0	-2	28	-2	0
COc1ccccc1C(=O)N1CCC2CCN(C(=O)c3ccccc3)C2C1 (configuration not stated)
 : ·	-4	-7	-4	-1	·	1	·
Cc1nn(CC(=O)NCc2ccccc2F)c(C)c1[N+](=O)[O-]
 : ·	-1	6	0	-5	·	·	·
COc1ccc(C(=O)Nc2ccncc2)cc1[N+](=O)[O-]
 : -1	-3	2	18	-1	·	4	-1
CO[C@@H]1CN(C)C(=O)c2ccc(NS(=O)(=O)c3cccc(F)c3)cc2OC[C@H](C)NC[C@@H]1C
 : -2[16.7 µM]	·	-11	7	0	-12	0	0
C=C[C@@H](COC(C)=O)N(C(=O)OC(C)(C)C)S(=O)(=O)c1ccc(Br)cc1
 : ·	-2	·	-5	1	6	·	4
COC(=O)[C@@]1(CCS(=O)(=O)c2ccccc2)COC(c2ccc(OCCCO)cc2)=N1
 : ·	10	·	80*	-1	22	·	25
COc1ccccc1N1CCN(C2CCC(C)CC2)CC1 (configuration not stated)
 : 4	7	9	3	-5	-9	0	0
CCN(Cc1ccccc1)S(=O)(=O)c1cc(C(=O)NC2CCCCCC2)ccc1OC
 : ·	15	4	25	-2	·	14	·
O=C(/C=C/c1ccccc1)Nc1cccc(C(=O)NCCCc2ccccc2)c1
 : -2	-25	-7	4	4	8	-34	-2
CCC(=O)N(C)C[C@@H]1Oc2cc(-c3ccc(F)cc3)ccc2S(=O)(=O)N([C@@H](C)CO)C[C@@H]1C
 : 19[16.7 µM]	·	8	-7	-3	18	-3	0
CC(C)NC(=O)N(C)C[C@@H]1Oc2ncc(-c3cccc(C(F)(F)F)c3)cc2C(=O)N([C@H](C)CO)C[C@@H]1C
 : -9[16.7 µM]	·	-3	-23	2	-3	9	38
Cc1noc(C)c1S(=O)(=O)Nc1ccc2c(c1)C(=O)N([C@H](C)CO)C[C@H](C)[C@H](CN(C)C(=O)Nc1ccc3c(c1)OCO3)O2
 : -2[16.7 µM]	·	·	9	2	-7	-12	-1
CCOc1ccc(C(=O)CCC(=O)NC2=NCCS2)cc1
 : ·	-3	-2	-3	1	13	0	-1
CCn1cc(CCC(=O)NCc2cccc(OC)c2OC)c2ccccc21
 : 0	5	1	-2	1	·	-1	-2
N#Cc1c(N2CCCCC2)nc(N)c2c(N)nc(SCC(=O)O)cc12
 : -7	-9	-8	2	43*	13	-14	-10
Cc1ccc(-c2cc(-c3ccccc3O)nc(N/N=C/c3cccnc3)n2)cc1
 : 5	·	·	-44	-3	·	-13	·
OC[C@H]1[C@H](c2ccc(C#Cc3ccccc3F)cc2)[C@H]2CN(CC3CCOCC3)CCCCN21
 : -6[16.7 µM]	6	9	-20	0	-6	-15	7
CC[C@]1(C(=O)OC)[C@H]2C(=O)N(Cc3ccccc3)C(=O)[C@H]2[C@H]2CN=C(SCC(=O)c3ccccc3)N21
 : -1	-19	1	3	-1	-5	-4	-1
Cc1ccc(NC(=O)COC(=O)[C@H](C)NC(=O)c2ccccc2)cc1S(=O)(=O)N1CCOCC1
 : -8	-1	8	-1	3	4	-2	0
CN1OC[C@@H]2CN(C(=O)C3CCCCC3)[C@H](c3ccc(N4CCCCC4)cc3)C[C@@H]21
 : ·	-15	1	-8	-4	·	-7	·
Cc1cc(C(=O)CN2c3cccc4cccc(c34)S2(=O)=O)c(C)n1C
 : ·	16	-4	30	11	·	·	-6
O=[N+]([O-])c1ccc(N/N=C/c2c[nH]c3ccccc23)cc1
 : 2	-38	1	·	·	-9	·	0
Cc1noc(C)c1S(=O)(=O)N(C)C[C@H]1OCCCC[C@@H](C)Oc2ccc(NC(=O)Nc3ccc4c(c3)OCO4)cc2C(=O)N([C@@H](C)CO)C[C@@H]1C
 : -8[16.7 µM]	-3	·	-6	·	-5	-8	12
O=C(C[C@@H]1CC[C@@H](NC(=O)CN2CCOCC2)[C@H](CO)O1)NCc1cccc(F)c1
 : ·	-11	22	1	1	2	11	-5
O=C(NC1CCCc2ccccc21)c1ccccc1Cl (configuration not stated)
 : 20	12	4	7	1	·	·	1
COc1cccc(-n2nc(C(=O)N3CCN(Cc4ccccc4)CC3)c3ccccc3c2=O)c1
 : ·	-1	12	-11	1	·	-4	·
C[C@@H]1CN([C@@H](C)CO)C(=O)CCCn2cc(nn2)CO[C@H]1CN(C)Cc1ccc(-c2ccccc2)cc1
 : -5[16.7 µM]	·	-20	0	-3	3	9	12
COc1ccc(NC(=S)NCc2ccco2)c(OC)c1
 : 1	·	·	·	·	3	19	4
Cn1nc(C(C)(C)C)cc1C(=O)NN1CCOCC1
 : 3	4	0	9	1	-1	-2	-2
CC(C)NC(=O)C(=O)NCc1ccccn1
 : ·	10	5	3	0	1	3	·
N#Cc1c(-c2ccccc2)cc(-c2cccs2)nc1SCC(=O)O
 : -6	-3	1	1	7	2	-9	-2
Cc1ccc(S(=O)(=O)Nc2cccc3c2O[C@@H](CN(C)Cc2ccc(Cl)c(Cl)c2)[C@H](C)CN([C@H](C)CO)C3=O)cc1
 : 110*[16.7 µM]	27	·	14	-2	-28	-14	-3
CN(CC(=O)Nc1ccccc1Br)C(=O)COc1cccc2c1OC(C)(C)C2
 : 0	10	-7	-1	1	-3	-30	1
Cc1noc(C)c1S(=O)(=O)Nc1ccc2c(c1)C(=O)N([C@H](C)CO)C[C@H](C)[C@@H](CN(C)S(=O)(=O)c1ccc(Cl)cc1)OCCCC[C@@H](C)O2
 : 6[16.7 µM]	1	-7	16	-3	·	-2	0
CCCNc1c(NS(=O)(=O)c2ccc(Br)cc2)c(=O)oc2ccccc12
 : ·	-7	6	2	-1	·	17	6
O=C(CN1CCC(O)(c2ccc3c(c2)OCO3)CC1)N1CCOCC1
 : 0	·	·	·	·	4	-10	1
CC(=O)c1ccc(NC(=S)NNC(=O)c2ccncc2)cc1
 : ·	-15	-2	7	1	·	6	·
O=C(C[C@@H]1CC[C@@H]2[C@H](COC[C@H](O)CN2C(=O)c2ccc3c(c2)OCO3)O1)NCCN1CCCC1
 : ·	-28	-5	-6	1	3	-7	·
CCc1ccccc1NC(=O)CCNC(=O)Cn1ccc2ccccc2c1=O
 : -2	2	-19	-9	-1	1	-4	-1
CC(=O)Nc1ccc(-c2ccnc3c2CC(C)(C(=O)NCc2ccco2)O3)cc1 (configuration not stated)
 : 23	40	11	54*	6	3	10	3
Cc1nn(-c2ccccc2)c(=O)c2ccccc12
 : ·	-9	0	-2	-4	2	-18	·
CCCNC(=O)Nc1ccc2c(c1)OC[C@@H](C)N(Cc1cccnc1)C[C@H](C)[C@@H](OC)CN(C)C2=O
 : ·	8	4	2	·	6	-4	1
C[C@H]1CN([C@@H](C)CO)S(=O)(=O)c2ccc(C3=CCCC3)cc2O[C@@H]1CN(C)Cc1cncnc1
 : 19[16.7 µM]	·	·	5	0	-7	-4	2
N#CCCn1ncn(-c2ccccc2)c1=S
 : -6	·	·	·	·	-1	12	-1
Cc1ccc(Cn2c(C(C)Nc3nc(C)cs3)nc3cc(Cl)c(Cl)cc32)cc1 (configuration not stated)
 : ·	0	-8	-1	-2	·	4	·
Cc1cc(C)cc(OCC(=O)OCC(=O)NC2CCCCCCC2)c1
 : ·	-9	-3	-2	12	·	8	0
N#Cc1cccc(-c2ccc(C3[C@@H]4CN(C(=O)c5ccc6c(c5)OCO6)C[C@H]3N4)cc2)c1 (some centres not stated)
 : ·	6&24	-5&1	-5&-1	·	-4&-4	-18&31	·
O=C(NCc1ccccc1Cl)c1cnccc1C(F)(F)F
 : ·	-4	4	1	-1	·	-3	·
COc1ccc(NC(=O)N(C)C[C@@H]2Oc3ccc(NS(=O)(=O)c4cn(C)cn4)cc3C(=O)N([C@H](C)CO)C[C@H]2C)cc1
 : -13[16.7 µM]	·	·	2	4	-4	10	36
Cc1cc(C)n2nc(-c3ccc(F)cc3)cc2n1
 : 7	-73	-7	-80	-2	·	11	-2
Cn1cccc1-c1nc2ccc(NC(=O)c3ccc([N+](=O)[O-])cc3)cc2[nH]1
 : 15	33	5	·	·	-12	·	0
CN(C)C(=O)CCc1ccc2c3c([nH]c2c1)[C@]1(C)[C@@H](C(=O)N2CCOCC2)C[C@H](CC(=O)NCCC2=CCCCC2)C(=O)N1CC3
 : ·	12	3	-3	-2	·	4	3
